Nrf2 ARE act: Nrf2 pathway activation; AREc32 ARE-luciferase reporter (MCF7-derived line), luminescence, 24 h; Potency, µM (series often up to 46.1 µM), for inactives: top-dose activation, most hits filed as activators; hit rate 0.31% among 410,000; AID 624171; note: potency is the fitted concentration of half-maximal effect; % of control where 0% means no effect; nearly all actives have a fitted effect of over 65% in size
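AREc32_Fluc, 1000 cells/well, OPTI-MEM + 5% FBS, o/n 37 deg C 5% CO2; 23 nL cpd by pin tool, 24 hr; Steady-Glo 30 min RT, luminescence.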
HepG2 tox: HepG2 cytotoxicity, counter-screen for TGF-b inhibitors | HepG2 CAGA-GFP viability, ATP luminescence, 18 h | Potency, µM (top dose mostly 46.1 µM), inactives show at the highest dose activity change, negative = cytotoxicity, actives largely listed as cytotoxic | AID 588856 | hit rate 0.76% among 410,000; note: potency is the fitted concentration of half-maximal effect; some results filed as inactive show a strong effect at the top dose
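HepG2 CAGA-GFP cells (1000/well, DMEM with 1% FBS) received compound, then TGF-beta at 500 pg/mL final, and were incubated 18 hours at 37 degrees C. Viability was read by CellTiter-Glo luminescence. Media-only wells were set as complete cell-killing and DMSO as no toxicity.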
Mm-Cpn inhibitor: M. maripaludis TRiC chaperonin inhibition. AID 504842. Potency, µM (doses to about 76.9 µM), without a hit: top-dose activity, negative = inhibition, hits mostly inhibitors. purified Mm-Cpn ATPase, ADP Transcreener TR-FRET. hit rate 0.031% among 330,000; note: potency is the fitted concentration of half-maximal effect; % is set by controls: 0 for no effect and ±100 for the full control effect; nearly all actives have a fitted effect of over 80% in size
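Purified archaeal chaperonin (25 nM final) was preincubated with compound for 10 min at 37°C, then ATP (10 uM final) was added for 30 min at 37°C in Tris pH 7.4/KCl/MgCl2/DTT buffer. ADP was quantified by HTRF Transcreener TR-FRET.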
A549 viability: A549 cytotoxicity, counter-screen for Nrf2 inhibitors | hit rate 0.16% among 390,000 | Potency, µM (highest dose often 46 µM), inactives show top-dose activity change, negative = cytotoxicity, hits mostly inhibitors | A549 ARE-Fluc cells, CellTiter-Fluor viability, 18-24 h; note: potency is the fitted concentration of half-maximal effect; % is set by controls: 0 for no effect and ±100 for the full control effect
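Cytotoxicity counterscreen: CellTiter-Fluor fluorescence was measured in A549 ARE_Fluc cells after 18-24 h of compound exposure in a concentration series. The subsequent BugLite luminescent read reports ARE-luciferase activity.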
TGFb inhibitor: TGF-b pathway inhibition; HepG2 CAGA-GFP TGF-b/SMAD3 reporter, GFP fluorescence, 18 h; TGF-beta stimulated, 500 pg/mL final; Potency, µM (series often up to 46.1 µM), for the others: top-dose activity, negative = inhibition, hits mostly inhibitors; hit rate 1.2% among 410,000; note: potency is the fitted concentration of half-maximal effect; % is set by controls: 0 for no effect and ±100 for the full control effect; nearly all actives have a fitted effect of over 65% in size
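First, reporter cells (HEPG2 CAGA-GFP) rested 2 h at 37 degrees C. Next, compounds were pinned in and TGF-beta added to 500 pg/mL final. After 18 h, GFP was imaged per cell and summed per well.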
CCT chaperon mod: changes cytosolic chaperonin activity. purified chaperonin ATPase assay, HTRF ADP detection, 30 min. activity change, % (no concentration beside the values), hits read low. hit rate 0.3% among 360,000; in the data active = activity change below about -30%; note: % is set by controls: 0 for no effect and ±100 for the full control effect
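TRiC at 40 or 20 nM final (batch-dependent) in 30 mM Tris pH 7.4, 100 mM KCl, 5 mM MgCl2, 1 mM DTT, with compound at single 76 uM and 10 uM ATP, 30 min at 37 deg C. ADP detected by HTRF Transcreener, 665/615 ratio.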
Abeta rescue: A-beta toxicity reversal in yeast; yeast expressing A-beta42, growth rescue, OD600, 48 h; response scale: 0% DMSO, 100% iron-clioquinol control; Potency, µM (series often up to 46.1 µM), for inactives: at the highest dose growth rescue, hits mostly activators; hit rate 0.063% among 410,000; AID 1347071; note: potency is the fitted concentration of half-maximal effect; nearly all actives have a fitted effect of over 55% in size
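Yeast A-beta toxicity model in growth medium with pinned compounds, 48 h at 30 C; growth read as absorbance at 600 nm. Normalized to FeCl3/clioquinol equimolar mix (positive) and DMSO (negative).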
pAkt inh: Akt phosphorylation inhibition; Neuro2A IGF-stimulated pAkt S473 HTRF, 20 min; active compounds read low; activity change, % for hits at 50 µM; hit rate 0.32% among 360,000; in the data active = activity change below about -80%; inconclusive = mostly about -51% to -80%; note: % is set by controls: 0 for no effect and ±100 for the full control effect
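Neuro2A cells in DMEM with 0.5% FBS, overnight at 37 deg C, given compound at single 50 µM final, then IGF (6 nM final) for 20 min at 37 deg C. Lysed; phospho-Akt Ser473 by HTRF after 24 h, 665/615 ratio.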
Nrf2 block: blocks Nrf2 signaling. hit rate 2.1% among 360,000. Potency, µM (doses to about 46 µM), for inactives: at the top dose activity change, negative = inhibition, most hits filed as inhibitors. A549 ARE-Fluc reporter, luciferase luminescence, 18-24 h; note: potency is the fitted concentration of half-maximal effect; % is set by controls: 0 for no effect and ±100 for the full control effect; nearly all actives have a fitted effect of over 60% in size
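In this cell-based qHTS, ARE-driven firefly luciferase in A549 cells reports Nrf2 activity; the luminescent signal after BugLite lysis is the measured value, with a prior CellTiter-Fluor read for cell health.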
Numbers without * were called inactive; i = inactive; ? = inconclusive; . = no result given; & = joins results of further samples. Unless noted, calls come from the whole dose curve; as a rule, active = well fitted curve in the direction sought with a large enough effect; inconclusive = small, poorly fitted or top-dose-only effect, or another doubt; inactive = no such curve, though single readings can be large; an effect the other way counts as inactive or inconclusive. Some of the compounds tested; the hit share may differ from the screen's.

molecule	Nrf2 ARE act	HepG2 tox	Mm-Cpn inhibitor	A549 viability	TGFb inhibitor	CCT chaperon mod	Abeta rescue	pAkt inh	Nrf2 block
O=C1NC(=S)NC(=O)C1=Cc1ccc(OCC(=O)N2CCCC2)cc1	0.4%	1%	-1%	5%	-16%	-3.3	20%	i	1%
CC(C)N=C(NC(C)C)N1CC1	-0.3%	-3%	.	.	-1%	0.0	7%	i	.
CNCC(O)c1ccc(O)cc1 (configuration not stated)	0.1%	3%	0%	-1%	-8%	-0.2	-6%	i	-10%
COc1ccc(N2C(=O)/C(=C/c3ccc(N(C)C)o3)C(=O)NC2=S)cc1	3.3%	15%	-21%	?	32%	2.7	-7%	i	0%
CCN1CC2([N+](=O)[O-])CC=C(Cl)C([N+](=O)[O-])(C1)C2 (configuration not stated)	0.0%	7%	-4%	6%	11%	-3.2	5%	i	1%
CSc1ccc(CNC(C)C(O)c2ccccc2)cc1 (configuration not stated)	0.3%	-27%	-3%	2%	2%	1.7	24%	i	25%
CCN1C[C@]2(COC)CC[C@H](O)[C@@]34C5C[C@H]6[C@H](O)C5[C@](O)(C[C@H]6OC)[C@@H]([C@H](OC)C23)[C@@H]14 (some centres not stated)	0.0%	3%	.	4%	5%	-0.2	-19%	i	2%
O=c1[nH]c(=S)n(C2CC2)c(O)c1C=NCCc1ccccc1	-0.4%	11%	1%	-3%	7%	-2.3	8%	i	-26%
CCN1C[C@]2(OC(=O)c3ccccc3NC(C)=O)CCC(OC)C34C5C[C@H]6C(OC)[C@]5(O)[C@](O)(C[C@@H]6OC)C(C[C@@H]32)[C@H]14 (some centres not stated)	2.7%	-1%	-3%	-2%	12%	-0.8	10%	i	-7%
CN(c1ccccc1)P(=O)(N1CC1)N1CC1	1.8%	-18%	.	-4%	?	-2.4	2%	i	-28%
N=C1SCC(=O)N1Cc1ccccc1	-0.2%	4%	1%	1%	0%	0.7	-4%	i	16%
CCc1sc(C(=O)N2CCC3(CC2)OCCO3)cc1Br	-0.1%	-9%	1%	3%	2%	-0.8	-10%	i	.
CCCCOC1OCN(C2CCCCC2)CC1(C)C (configuration not stated)	-0.2%	-14%	.	.	5%	1.8	0%	i	.
CCc1ccc(OCC(=O)N2CCN(CC(=O)Nc3ccccc3Cl)CC2)cc1	0.0%	2%	2%	3%	-1%	-1.7	10%	i	6%
COC(=O)c1ccccc1-n1c(C)nc2ccccc2c1=O	2.4%	2%	-1%	-19%	-2%	0.2	8%	i	.
Cc1nn(Cc2ccccc2)c(Cl)c1C(=O)OCC(=O)N1CCCC1	0.5%	37%	0%	1%	22%	1.1	-22%	i	11%
CC(=O)OCC[N+](C)(C)C	-1.1%&0.2%&-0.3%	-2%&-8%&-21%	1%&-2%&2%	-7%&3%&4%	-4%&1%&0%	1.4&0.2&-1.3	7%&-2%&6%	i	10%&-2%&5%
CCc1c(C)nc(N)nc1N1N=C1SC(C(C)=O)C(C)=O	0.4%	4%	-7%	1%	0%	2.7	-1%	i	13%
O=P(OC1CCCCC1)(OC1CCCCC1)C(O)c1ccc(Cl)cc1Cl (configuration not stated)	-0.1%	-22%	1%	-9%	7%	-3.9	24%	i	?
O=C(N/N=C/c1c(O)n(CCC2=CCCCC2)c(=O)[nH]c1=O)c1ccccc1	7.9%	-8%	0%	1%	-2%	-4.7	-15%	i	12%
CC(C)c1ccc(-n2c(O)c(/C=N/N3CCOCC3)c(=O)[nH]c2=S)cc1	0.0%	10%	-1%	0%	3%	0.2	-10%	i	10%
Nc1ccc([As](=O)(O)O)cc1	-1.0%	2%	-1%	-9%	-1%	-1.8	0%	i	22%
O=c1[nH]c2ccccc2n1C1CCN(C(c2nnnn2Cc2ccccc2)C2CC2)CC1 (configuration not stated)	-0.7%	0%	.	.	-40%	-4.0	-3%	i	.
COc1ccc(N2C(=O)CC(=O)NC2=O)cc1	-1.0%	7%	-3%	0%	5%	1.9	-14%	i	-12%
CCN(CC)CC(=O)Nc1ccc(Cl)cc1C(=O)c1ccccc1	2.6%	-14%	.	6%	7%	0.9	18%	i	3%

Shown field by field: entries from further up
O=C1NC(=S)NC(=O)C1=Cc1ccc(OCC(=O)N2CCCC2)cc1
  Nrf2 ARE act = 0.4%; HepG2 tox = 1%; Mm-Cpn inhibitor = -1%; A549 viability = 5%; TGFb inhibitor = -16%; CCT chaperon mod = -3.3; Abeta rescue = 20%; pAkt inh = i; Nrf2 block = 1%

CC(C)N=C(NC(C)C)N1CC1
  Nrf2 ARE act = -0.3%; HepG2 tox = -3%; Mm-Cpn inhibitor = .; A549 viability = .; TGFb inhibitor = -1%; CCT chaperon mod = 0.0; Abeta rescue = 7%; pAkt inh = i; Nrf2 block = .

CNCC(O)c1ccc(O)cc1 (configuration not stated)
  Nrf2 ARE act = 0.1%; HepG2 tox = 3%; Mm-Cpn inhibitor = 0%; A549 viability = -1%; TGFb inhibitor = -8%; CCT chaperon mod = -0.2; Abeta rescue = -6%; pAkt inh = i; Nrf2 block = -10%

COc1ccc(N2C(=O)/C(=C/c3ccc(N(C)C)o3)C(=O)NC2=S)cc1
  Nrf2 ARE act = 3.3%; HepG2 tox = 15%; Mm-Cpn inhibitor = -21%; A549 viability = ?; TGFb inhibitor = 32%; CCT chaperon mod = 2.7; Abeta rescue = -7%; pAkt inh = i; Nrf2 block = 0%

New compounds follow:
molecule	Nrf2 ARE act	HepG2 tox	Mm-Cpn inhibitor	A549 viability	TGFb inhibitor	CCT chaperon mod	Abeta rescue	pAkt inh	Nrf2 block
C=C(C=O)CC1CC(O)[C@]2(C)OC3C[C@@H]4OC5C[C@]6(C)O[C@]7(C)CCC8OC9C[C@]%10(C)OC(/C(C)=C\CO)C(O)CC%10OC9CC(C)C8OC7CC6O[C@]5(C)C/C=C\C4OC3CC2O1 (some centres not stated)	2.3%	-17%	1%	-1%	5%	1.9	1%	i	20%
O=C(/C=C/c1cccc(F)c1)Nc1ccc(S(=O)(=O)Nc2ncccn2)cc1	20%	-17%	0%	1%	-12%	-4.9	-9%	i	?
CC(=O)C1CCC2C3CC(O)C4CC(O)CCC4(C)C3CCC12C (configuration not stated)	0.5%	-1%	.	3%	11%	1.8	-6%	i	-18%
COC(=O)C1=C(c2ccc(-c3ccccc3)c(F)c2)C[C@@H]2CC[C@H]1N2C(=O)NCc1cc(C)oc1C(F)(F)F	7.3%	-5%	1%	-8%	1.6µM*	-0.1	-3%	i	?
CC/C(=N\N1CCCCCC1)c1c(O)n(-c2ccc(C)cc2)c(=O)[nH]c1=O	2.3%	-5%	2%	5%	-7%	0.4	-14%	i	-20%
CC(=O)c1ccc(NC2=NCCCS2)cc1	2.6%	2%	-1%	2%	3%	-1.1	6%	i	4%
C[C@H]1CN([C@@H](C)CO)C(=O)c2cccc(NC(=O)c3ccc(-c4nccs4)cc3)c2O[C@@H]1CN(C)C(=O)Nc1cccc2ccccc12	5.1%	-1%	0%	-9%	13%	-0.6	-13%	i	-11%
CCN(CC)C(=O)c1ccc(NC(=O)CSc2nnnn2-c2cc(OC)ccc2OC)cc1	2.1%	-11%	0%	2%	-25%	-4.9	-24%	i	?
Cc1ccccc1-n1c(O)c(/C=N/NC(=O)c2ccccc2O)c(=O)[nH]c1=S	1.5%	1%	3%	-8%	21%	-2.5	6%	i	2%
CCCCCCCCC(=O)NCc1ccc(O)c(OC)c1	2.5%	-15%	-2%	1%	-17%	0.1	-18%	i	-1%
CCCCN=Cc1c(O)n(-c2c(C)cc(C)cc2C)c(=O)[nH]c1=O	0.1%	-5%	1%	.	-2%	0.9	-6%	i	4%
CN(C)C(=O)Oc1ccc2ccccc2c1Cl	0.3%	-18%	3%	-1%	1%	-1.1	9%	i	?
CCOC(=O)C1=C(N)OC2=C(C(=O)CCC2)C12C(=O)N1c3c(ccc(C)c32)C(C)=CC1(C)C (configuration not stated)	-0.5%	-28%	0%	-6%	-25%	-2.5	12%	i	-18%
CCN(C=C1CC2C3CC=C4CC(O)CCC4(C)C3CCC2(C)C1=O)CC (configuration not stated)	4.7%	-20%	.	0%	-6%	-0.9	-16%	i	-16%
O=C(c1cc2cc(Br)ccc2[nH]1)N1CCC2(CC1)OCCO2	14%	-22%	-5%	-11%	-25%	-2.4	5%	i	1%
O=c1c2ccccc2[nH]c(=S)n1-c1ccc2c(c1)OCCO2	6.2%	-28%	-15%	-9%	?	0.2	7%	i	19%
CCOc1cccc(OCC)c2c(C)[n+](CC3CCCO3)c(C)c1-2 (configuration not stated)	0.3%	-1%	-18%	-21%	?	1.0	-15%	i	.
CCCCn1c(O)c(C(C)=NCCc2c[nH]c3ccccc23)c(=O)[nH]c1=O	0.5%	-41%	-1%	0%	?	0.8	-5%	i	?
CN1CCC[C@H]1c1cccnc1	-0.6%&-0.4%	22%&1%	-1%&1%	-8%&2%	12%&11%	-1.2&-1.0	-2%&-10%	i	23%&-9%
CC1CN(c2ccc([N+](=O)[O-])c(N3CCCCC3)c2)CCN1 (configuration not stated)	0.3%	-19%	2%	-19%	-2%	0.2	-2%	i	2%
CCN(CC)CCN=Cc1c(O)n(CCC2=CCCCC2)c(=O)[nH]c1=O	-0.4%	-12%	4%	-3%	-3%	-4.0	6%	i	-9%
COCCOC(=O)c1c(N)n(Cc2ccc(OC)cc2)c2nc3ccccc3nc12	2.6%	-1%	0%	-13%	27%	-1.9	0%	i	-8%
Cc1c(N=Cc2c(O)n(Cc3ccccc3)c(=O)[nH]c2=O)c(=O)n(-c2ccccc2)n1C	-0.5%	3%	-2%	-2%	-3%	-2.2	-15%	i	23%
CCOP(=O)(OCC)/C(=N/OC(=O)c1ccccc1C)C(N)=O	2.3%	-24%	0%	-12%	-26%	0.0	-3%	i	?
